# Screening data deposited in PubChem by several laboratories.
# FAS-TE inh: FAS thioesterase (human) inhibition. inhibition, % at 15 µM. P49327. recombinant FAS-TE, OMFH fluorogenic substrate, fluorescence endpoint. 0.67% of 360,000 active. AID 602261;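 active means compounds whose normalised, plate-corrected inhibition of enzyme fluorescence in the single-dose primary screen is 50% or more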;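 further: 0% = DMSO with enzyme and 100% = substrate without enzyme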
# E coli Lon inh: E. coli protease La inhibition | purified E. coli Lon protease, fluorescence polarization | P0A9M0 | inhibition, % at 7.94 µM | 0.42% of 360,000 active | AID 602123; in the data active means inhibition above about 13%, passing the limit was not always enough;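 further: 0% = enzyme with probe and DMSO and 100% = no enzyme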
# SKN-1 block: C. elegans SKN-1 inhibition; inhibition, % at 21.8 µM; 0.49% of 360,000 active; C. elegans VP596 Pgst-4::GFP/RFP ratio, acrylamide-induced, 24 h;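 active means interference check ratio from 0.5 to 1.5 plus GFP to RFP signal ratio inhibition reaching or exceeding a fixed threshold, cut at about 30% in these data, passing the limit was not always enough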; further: some compounds called inactive have numbers as strong as hits
# MT1-MMP act inh: inhibitors of human MT1-MMP activation; 0.061% of 360,000 active; GFP/RFP ratio change, % at 20 µM; P50281; AID 651647; HT1080 RFP-PRO-GFP cells, GFP/RFP ratio fluorescence, overnight; percent of plate control window, DMSO zero;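 active means GFP/RFP ratio change of at least 30% with cell ATP level not reduced by more than half and red fluorescence within 50% of control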; further: strong numbers were not always called active
#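 Test system: HT1080 RFP-PRO-GFP cells; Benchmarks: DMSO and RFP-L50D-GFP cell wells; Timing: cells overnight before dosing, compound overnight, 37 °C, 5% CO2; Compound: one 20 µM compound dose with 1% DMSO; Read-out: GFP/RFP fluorescence ratio.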
# PABP1 MLLE inh: blocks PAM2 peptide binding to the PABP1 MLLE domain; 0.36% of 360,000 active; inhibition, % at 20 µM; P11940; GST-MLLE / FITC-PAM2 fluorescence polarization; in the data active means inhibition above about 35%, passing the limit was not always enough;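 further: plate controls were DMSO wells with GST-MLLE for no effect and wells lacking GST-MLLE protein for full effect; some results filed as inactive read as strong as hits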
# Neddyl block: blocks human cullin neddylation | P61081+Q13564 | 0.58% of 360,000 active | AID 651699 | calls only at 25 µM | TR-FRET cullin neddylation, biochemical; in the data active means inhibition above about 36%
# bovine MsrA act: bovine methionine sulfoxide reductase A activation; purified bovine MsrA, absorbance read-out; activation, % at 10.6 µM; 0.3% of 360,000 active; AID 602163; in the data active means activation above about 7.5%;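 further: 0% = vehicle and 100% = reference activator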
# Rin1 Abl inh: inhibitors of human Rin1-Abl protein interaction; P00519+Q13671; TR-FRET Rin1/Abl binding, biochemical; inhibition, % at 7.35 µM; 0.4% of 360,000 active; in the data active means inhibition above about 5%, passing the limit was not always enough
# Target sequence (P00519 whole entry, looked up): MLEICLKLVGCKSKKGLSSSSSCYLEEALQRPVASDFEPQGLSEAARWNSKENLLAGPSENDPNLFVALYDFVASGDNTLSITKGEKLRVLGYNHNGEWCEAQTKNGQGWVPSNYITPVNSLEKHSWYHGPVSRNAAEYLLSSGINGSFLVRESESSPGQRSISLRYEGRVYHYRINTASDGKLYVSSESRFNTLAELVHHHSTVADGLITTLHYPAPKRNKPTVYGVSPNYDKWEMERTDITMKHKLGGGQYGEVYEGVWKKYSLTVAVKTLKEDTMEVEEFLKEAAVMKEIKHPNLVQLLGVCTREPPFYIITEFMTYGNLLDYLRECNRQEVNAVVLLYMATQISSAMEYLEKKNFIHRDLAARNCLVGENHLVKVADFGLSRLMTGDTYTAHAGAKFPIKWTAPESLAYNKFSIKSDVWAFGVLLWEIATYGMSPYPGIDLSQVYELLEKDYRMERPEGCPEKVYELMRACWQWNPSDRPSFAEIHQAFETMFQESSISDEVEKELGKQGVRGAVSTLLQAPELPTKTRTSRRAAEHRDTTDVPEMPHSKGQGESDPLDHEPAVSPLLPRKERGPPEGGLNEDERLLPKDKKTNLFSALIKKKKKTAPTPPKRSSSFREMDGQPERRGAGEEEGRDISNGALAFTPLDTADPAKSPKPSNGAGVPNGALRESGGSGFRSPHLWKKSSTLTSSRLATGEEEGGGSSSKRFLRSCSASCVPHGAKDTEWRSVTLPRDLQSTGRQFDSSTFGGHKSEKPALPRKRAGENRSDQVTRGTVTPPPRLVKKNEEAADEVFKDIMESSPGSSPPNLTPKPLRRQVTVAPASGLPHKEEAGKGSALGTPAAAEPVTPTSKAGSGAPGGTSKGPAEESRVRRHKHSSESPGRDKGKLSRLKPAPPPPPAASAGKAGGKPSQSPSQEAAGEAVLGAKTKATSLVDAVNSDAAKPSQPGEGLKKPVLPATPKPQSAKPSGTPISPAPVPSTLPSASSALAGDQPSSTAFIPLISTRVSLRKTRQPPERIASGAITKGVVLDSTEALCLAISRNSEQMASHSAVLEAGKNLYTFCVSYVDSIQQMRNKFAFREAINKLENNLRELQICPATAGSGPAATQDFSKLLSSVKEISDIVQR
# Target sequence (Q13671 whole entry, looked up): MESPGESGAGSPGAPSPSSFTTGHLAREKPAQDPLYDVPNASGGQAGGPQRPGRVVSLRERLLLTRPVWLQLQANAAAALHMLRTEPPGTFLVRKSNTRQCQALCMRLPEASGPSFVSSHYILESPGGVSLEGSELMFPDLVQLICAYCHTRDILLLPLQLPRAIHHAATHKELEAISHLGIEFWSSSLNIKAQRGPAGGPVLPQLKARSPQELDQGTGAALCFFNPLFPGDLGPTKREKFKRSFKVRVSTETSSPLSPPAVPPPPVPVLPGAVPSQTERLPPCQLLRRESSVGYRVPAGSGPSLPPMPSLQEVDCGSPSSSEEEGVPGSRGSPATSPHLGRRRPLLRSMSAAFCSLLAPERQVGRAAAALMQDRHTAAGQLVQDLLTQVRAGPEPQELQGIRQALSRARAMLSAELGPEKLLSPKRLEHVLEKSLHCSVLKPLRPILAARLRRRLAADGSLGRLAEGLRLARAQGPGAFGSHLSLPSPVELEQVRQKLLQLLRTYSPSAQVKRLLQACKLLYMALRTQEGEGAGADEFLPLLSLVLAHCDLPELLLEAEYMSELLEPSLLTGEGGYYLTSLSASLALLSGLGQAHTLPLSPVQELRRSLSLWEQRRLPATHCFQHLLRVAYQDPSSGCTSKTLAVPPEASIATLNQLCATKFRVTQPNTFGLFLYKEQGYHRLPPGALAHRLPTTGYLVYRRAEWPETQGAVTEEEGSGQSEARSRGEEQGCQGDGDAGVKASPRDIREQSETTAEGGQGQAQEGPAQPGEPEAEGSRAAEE
# CendR NRP1 mod: modulators of CendR peptide binding to human neuropilin-1; AID 602438; inhibition, % at 25 µM; 0.85% of 360,000 active; FAM-RPARPAR peptide binding to NRP-1, fluorescence polarization;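 active means inhibition or corrected inhibition above about 18%, plus a signal ratio from 0.5 to 1.5, limit read from the data, passing the limit was not always enough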; further: strong numbers were not always called active
# * hit, by the source's call; i = inactive; . = no result given; + = active, no number. No enrichment for hits; overall some 4% were active at least once.
# Below each SMILES: FAS-TE inh	E coli Lon inh	SKN-1 block	MT1-MMP act inh	PABP1 MLLE inh	Neddyl block	bovine MsrA act	Rin1 Abl inh	CendR NRP1 mod
O=C(c1ccc(Cl)c(S(=O)(=O)N2CCCCC2)c1)N1CCCC(C(F)(F)F)C1 (configuration not stated)
→ 16.4	-0.7	-12.5	1.9	0.9	i	-4.9	1.5	2.0
COc1ccc(CN(CC(=O)NCC2CCCO2)C(=O)CCC(=O)Nc2cc(C)on2)cc1 (configuration not stated)
→ -14.7	3.3	-3.8	15.2	-7.5	i	-10.4	1.2	4.2
Oc1[nH]c(=S)sc1C=C1N=c2ccccc2=N1
→ -3.1	-12.7	17.1	5.5	-17.3	i	-10.4	0.7	-41.5
CCC(C)N1CCC2(CC1)N=c1c(c3c4c5c(C)c(O)c3c(O)c1=NC(=O)C(C)=CC=C[C@H](C)[C@H](O)[C@@H](C)[C@@H](O)[C@@H](C)[C@H](OC(C)=O)[C@H](C)[C@@H](OC)C=CO[C@@](C)(O5)C4=O)N2 (some centres not stated)
→ 6.6	8.6	-5.0	-0.9	-5.4	i	-1.0	-7.7	-7.8
Cc1cc(F)ccc1NS(=O)(=O)c1c(C)nc2scc(C)n2c1=O
→ -2.4	6.6	-13.1	-0.3	5.7	i	-6.8	0.2	10.1
CCCCNS(=O)(=O)C1CCS(=O)(=O)C1 (configuration not stated)
→ -2.1	-2.9	1.9	0.7	7.0	i	2.5	-2.3	5.8
O=[N+]([O-])c1ccc(-c2nnc3cccc(Cl)n23)cc1
→ -3.3	8.5	-11.3	-2.2	14.9	i	-6.3	-2.6	0.0
CC(Oc1ccc(Cl)cc1)C(=O)N1CCCc2ccccc21 (configuration not stated)
→ 2.0	9.4	-11.0	-1.2	4.8	i	-12.8	-1.4	-8.6
O=C(O)c1ccccc1NCCO
→ -0.5	-1.3	0.7	2.6	11.7	.	-3.7	2.7	6.9
C#Cc1ccc([C@@H]2C=C(C(=O)O)O[C@H](OCc3ccc(CO)cc3)C2)cc1
→ -10.1	-3.8	-6.0	3.1	-2.1	i	-7.5	2.1	-10.4

# The results go on.
# Below each SMILES: FAS-TE inh	E coli Lon inh	SKN-1 block	MT1-MMP act inh	PABP1 MLLE inh	Neddyl block	bovine MsrA act	Rin1 Abl inh	CendR NRP1 mod
Cc1ccc(S(=O)(=O)N2CCC(N3CCC(C)CC3)CC2)cc1
→ -3.3	-5.5	3.6	-2.3	0.4	i	-3.7	1.0	1.8
CCCCc1ccc(NC(=S)NCCO)cc1
→ -8.3	-3.6	-3.7	2.5	-10.7	i	-0.3	2.9	8.0
COc1cc(/C=C(/C#N)C(=O)Nc2ccccc2)ccc1OCc1ccc(C(=O)O)cc1
→ -3.0	2.3	17.2	-4.4	-9.4	i	-2.3	2.7	-29.9
CCOC(=O)C1CCCN(C(=O)CNC(=O)c2ccc(Br)o2)C1 (configuration not stated)
→ -5.0	-8.5	-1.3	5.7	-1.0	i	-10.1	-0.8	-11.2
CC(=O)Oc1ccc(Cn2c(C)c(C(=O)N(C)Cc3ccc(F)cc3)sc2=O)cc1
→ -1.1	-2.1	5.7	0.0	-0.2	i	-2.8	3.4	-13.2
O=c1c2c(ncn1Cc1ccccc1)nc1n2CCC1
→ -8.0	1.2	2.9	2.1	4.0	i	-1.4	-2.5	-7.9
O=C(NCCc1ccccc1)C1CCCN(C(=O)NC2CCCCC2)C1 (configuration not stated)
→ -5.8	-10.4	14.4	7.3	-13.5	i	0.6	-1.8	13.3
Cc1ccccc1Oc1nc2c(C)cccn2c(=O)c1/C=C(\C#N)C(=O)NC1CCS(=O)(=O)C1 (configuration not stated)
→ 10.4	12.1	-5.3	-2.4	11.4	.	-3.3	1.9	11.5
COC(=O)C1C(O)=C(C=Nc2cccc3ccccc23)C(=O)CC1(C)C (configuration not stated)
→ 15.9	-0.1	14.0	0.2	-13.8	+	2.3	-2.1	-9.4
O=C(Cn1c(=O)c2cccn2c2ccc(F)cc21)N1CCN(c2ccc(F)cc2)CC1
→ 47.1	-2.7	9.5	-1.3	-8.6	i	-1.9	-0.9	13.1

# The list goes on.
# Below each SMILES: FAS-TE inh	E coli Lon inh	SKN-1 block	MT1-MMP act inh	PABP1 MLLE inh	Neddyl block	bovine MsrA act	Rin1 Abl inh	CendR NRP1 mod
CCCC(=O)Nc1ccc(C(=O)N/N=C2\CC(=O)CC(C)(C)C2)cc1
→ -7.9	10.8	0.9	-6.9	1.1	i	-3.4	-1.5	-5.2
O=C(OCC(=O)N1CCCc2ccccc21)c1cccc(S(=O)(=O)N2CCOCC2)c1
→ 3.1	-6.4	-0.5	1.0	-30.2	i	-2.9	0.5	-0.4
CCOc1cc(CNCCO)cc(Br)c1OCc1ccccc1Cl
→ -10.9	4.5	-6.7	-4.7	-4.3	i	7.4	-1.3	14.2
CCOC(=O)c1ccc(N=c2sc(C(=O)OC)cc(=O)n2Cc2ccc3c(c2)OCO3)cc1
→ 18.8	13.5	1.5	-13.3	-4.5	i	-0.5	-2.4	11.3
Cc1nnsc1C(=O)NNS(=O)(=O)c1ccccc1
→ -5.2	-5.8	-19.3	-12.1	-8.1	i	4.8	1.0	9.0
CCOC(=O)c1[nH]cnc1C(=O)O
→ -5.4	-2.1	-6.0	-3.4	4.3	i	-3.9	2.4	2.4
CC1CCN(C(=O)C2CCCN(c3ncnc4c3nc3n4CCCCC3)C2)CC1 (configuration not stated)
→ -3.0	-6.0	-1.6	1.7	6.6	i	-2.6	-2.4	-4.6
CCC/C=C/c1ccc(CN2C(C)C(=O)N(Cc3cn(CC4CCCCC4)nn3)CCS2(=O)=O)cc1 (configuration not stated)
→ 6.9	9.5	1.1	4.3	4.2	i	-0.6	-3.2	0.1
NS(=O)(=O)c1cccc(NC(=O)COC(=O)c2ccccc2C(=O)c2ccccc2)c1
→ -3.7	-10.1	7.5	2.7	-7.2	i	-9.3	1.6	3.4
Cc1cc(C)nc(SCCS(=O)Cc2ccc(Cl)cc2)n1 (configuration not stated)
→ -2.8	7.1	-3.5	-2.3	14.4	i	5.8	-2.1	13.1

# Sorted by value in PABP1 MLLE inh (ascending): 3 of the compounds above
compound,PABP1 MLLE inh
O=C(OCC(=O)N1CCCc2ccccc21)c1cccc(S(=O)(=O)N2CCOCC2)c1,-30.2
Cc1nnsc1C(=O)NNS(=O)(=O)c1ccccc1,-8.1
CCOc1cc(CNCCO)cc(Br)c1OCc1ccccc1Cl,-4.3

# (next part)
# Below each SMILES: FAS-TE inh	E coli Lon inh	SKN-1 block	MT1-MMP act inh	PABP1 MLLE inh	Neddyl block	bovine MsrA act	Rin1 Abl inh	CendR NRP1 mod
CCOC(=O)C1=C(N)n2c(s/c(=C\c3cccnc3)c2=O)=C(C(=O)OC)C1c1cccnc1 (configuration not stated)
→ -17.3	-1.7	7.9	1.5	-2.9	i	-0.8	4.8	-4.0
Cc1ccc(N2C(=O)N(C(C)C)C(C)(C)CC2(C)O)cc1 (configuration not stated)
→ -6.1	-0.5	5.9	-0.1	4.3	i	-1.5	-1.3	1.3
CCN1C(=O)C(CC(=O)NCc2ccc(Cl)cc2)N(CC)C1=O (configuration not stated)
→ -5.1	-3.8	-5.2	5.6	6.7	i	-1.8	-1.1	4.1
COC(=O)COc1cccc2c(=O)n(CC(=O)NCc3ccccc3)ccc12
→ -4.7	8.5	10.2	3.4	-3.0	i	-0.3	-3.1	-6.1
COC(=O)c1ccc(NC(=O)CN2CCN(c3ccccn3)CC2)cc1
→ 0.0	-9.0	0.8	0.3	-7.7	i	-1.0	1.5	2.4
CCN1/C(=C/C=C/C=C/C=C/c2sc3ccccc3[n+]2CC)Sc2ccccc21
→ -81.5	-31.7	37.0	26.6	-34.1	i	-2.0	5.3	-48.8
Cc1ccsc1C(=O)NNC(=O)c1ccc(NS(=O)(=O)c2cccs2)cc1
→ -8.4	6.1	7.1	4.1	-3.4	i	-0.9	10.0*	-2.0
O=S(=O)(c1ccc(Br)cc1)N1CCN(c2ccccc2)CC1
→ 1.6	-6.2	-2.4	-3.8	4.0	i	-0.8	2.0	8.6
O=C(c1ccc(C#CC2(O)CCCCC2)cc1)N1CCN(C(c2ccccc2)c2ccccc2)CC1
→ 15.7	6.2	1.8	-21.7	-0.5	i	-12.1	-1.6	1.7
CC1CN(C2CCN(C(=O)c3ccccc3)CC2)CC(C)O1 (configuration not stated)
→ -11.8	0.0	4.5	-1.6	6.0	i	-16.3	1.5	10.9

# The list goes on:
# Below each SMILES: FAS-TE inh	E coli Lon inh	SKN-1 block	MT1-MMP act inh	PABP1 MLLE inh	Neddyl block	bovine MsrA act	Rin1 Abl inh	CendR NRP1 mod
CC(=O)c1ccc(-c2ccc(-c3cc(=O)oc4c(C(C)C)ccc(C)c34)cc2)cc1
→ 16.4	-6.3	-0.8	-6.2	0.1	i	-5.3	-0.5	-14.6
CCNC(=S)Nc1ccc(C)c(Cl)c1
→ -9.1	2.6	5.1	8.7	-3.2	i	-7.4	1.8	2.6
CCCSc1nnc2n(N)c(=O)c3ccccc3n12
→ -5.5	-7.6	4.5	7.6	7.3	i	-4.5	-4.2	-7.3
COc1ccc(CCNC(=O)CCCn2c(=O)c3cccn3c3cccnc32)c(OC)c1OC
→ -1.8	2.9	-8.4	-2.9	-7.6	i	1.1	-0.6	3.5
Cc1c(NS(=O)(=O)c2cc(C(=O)NC(C)c3ccccc3)ccc2Cl)c(=O)n(-c2ccccc2)n1C (configuration not stated)
→ 1.1	-6.8	7.6	-0.3	-0.9	i	-1.3	-3.6	-8.2
CCOc1ccc(C2C=C(c3ccccc3)Nc3nnnn32)cc1 (configuration not stated)
→ -0.5	0.5	8.0	-11.5	1.2	i	-0.1	4.0	4.0
CCNc1nc(ON=C(C)C)nc(N(C)C)n1
→ -5.3	-2.6	-1.4	-1.4	-4.2	i	-1.4	0.9	-2.1
COC(=O)c1ccc2c(=O)n(C3CCCCC3)c(SCC#N)nc2c1
→ 25.6	5.8	2.4	-0.9	-4.9	i	-1.5	-2.9	1.2
CC(C)OC(=O)c1cc2c(ccn2C)n1CC(=O)N(Cc1ccccc1)c1ccccc1
→ 29.5	12.9	5.8	-2.1	5.9	i	-6.0	-1.9	5.8
CC(=O)N1CCN(C(=O)c2cccc(S(=O)(=O)Nc3c(C)n(C)n(-c4ccccc4)c3=O)c2)CC1
→ -10.0	-5.0	-10.7	-0.9	-0.8	i	-5.5	0.9	-6.3

# New compounds follow.
# Below each SMILES: FAS-TE inh	E coli Lon inh	SKN-1 block	MT1-MMP act inh	PABP1 MLLE inh	Neddyl block	bovine MsrA act	Rin1 Abl inh	CendR NRP1 mod
CCNC(=S)NNC(=O)c1ccc(S(=O)(=O)NCc2ccco2)cc1
→ -6.9	-3.0	-7.4	2.4	-11.2	i	-6.9	5.5	5.4
CCC(C)(C)NC(=O)C(c1ccc(O)cc1)N(C(=O)Cn1nnc2ccccc21)c1ccc(NC(C)=O)cc1 (configuration not stated)
→ -3.8	6.5	0.4	6.2	-8.9	i	-1.9	-0.9	16.5
COc1cc(/C=N/NS(=O)(=O)c2ccc(C(C)(C)C)cc2)cc([N+](=O)[O-])c1O
→ 2.1	0.5	2.7	13.3	-11.2	i	-3.6	-4.3	5.3
COC(=O)c1ccc(NC(=O)c2cccc(OC)c2)cc1
→ 5.1	-5.1	16.7	-1.3	-5.4	i	-0.9	-2.4	-0.4
CCOc1cccc(N2C(=O)CC(N3CCC(C(N)=O)(N4CCCCC4)CC3)C2=O)c1 (configuration not stated)
→ -10.8	2.2	13.7	0.5	-12.2	i	-4.8	1.5	1.9
CCOc1cc(CNCCSc2nnnn2C)cc(Br)c1OCc1ccc(F)cc1
→ 12.5	-5.5	68.4*	-1.8	4.6	i	-0.4	0.8	-23.9
Cn1nccc1C(=O)N1CCCC(C(=O)c2cccc3ccccc23)C1 (configuration not stated)
→ -9.3	-1.6	3.5	-0.4	0.8	i	-5.1	3.2	-6.2
Cc1ccc([N+](=O)[O-])c(NC2OC(CO)C(O)C2O)c1 (configuration not stated)
→ 1.1	-1.6	1.4	-1.2	-2.5	i	-0.2	1.5	5.5
